Compound activity from PubChem BioAssay.
Tau FP inhib = blocks human tau fibril formation measured by polarization | P10636 | K18 P301L tau heparin fibrillization, Alexa594 FP, 6 h | Potency, µM (doses to about 57.7 µM), for inactives: top-dose activity, negative = inhibition, hits mostly inhibitors | hit rate 0.39% among 280,000 | AID 1468; also: nearly all actives have a fitted effect of over 55% in size
Target sequence (P10636 561-689 P618L limits assumed): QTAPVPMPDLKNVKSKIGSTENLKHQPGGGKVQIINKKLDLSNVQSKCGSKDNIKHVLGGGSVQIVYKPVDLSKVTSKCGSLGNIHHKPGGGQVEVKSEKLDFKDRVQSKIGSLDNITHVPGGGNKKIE
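Heparin (20 uM) drove fibril formation of recombinant tau K18 P301L, 15 uM unlabeled with 0.24 uM Alexa 594 label, for 6 hr at 37 C in 100 mM sodium acetate pH 7. Fluorescence polarization (555/632 nm) read 1 hr after 30 uM ThT.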
TexasRed fluor = counter-screen for TRb-SRC2 inhibitors: fluorescence interference | TRb/SRC2 Texas Red total fluorescence interference | Potency, µM (doses to about 106 µM), inactives show at the top dose fluorescence change, negative = quenching | hit rate 0.29% among 280,000; active = well fitted curve in either direction with a large enough effect; inconclusive = small, poorly fitted or top-dose-only effect
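Flags fluorescent or light-absorbing compounds by total fluorescence, S + 2P, at 555 nm excitation and 632 nm emission. Mixture: 20 nM Texas Red SRC2 peptide, 0.6 uM human TRb LBD, 1 uM T3, 5% DMSO; compound exposure 5 h at ambient temperature.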
KDM4E inh = JMJD2E (human) inhibition; B2RXH2; JMJD2E catalytic domain, FDH-coupled NADH fluorescence (FDH is formaldehyde dehydrogenase); Potency, µM (doses to about 57.1 µM), for the others: at the highest dose activity change, negative = inhibition, usual class: inhibitors; hit rate 1.6% among 230,000; AID 2147; active = well fitted inhibition curve with a large enough effect, not every such curve was filed as active; inconclusive = small, poorly fitted or top-dose-only effect, or another doubt; inactive = no such curve, though single readings can be large or run the other way;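 also: 0% = wells with enzyme and -100% = buffer wells without enzyme; nearly all actives have a fitted effect of over 50% in size; many of its hits are not listed in these tables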
RECQ1 inh = inhibitors of human RECQ1 DNA helicase; hit rate 0.54% among 240,000; Potency, µM (highest dose often 57.3 µM), for the others: top-dose activity, negative = inhibition, actives largely listed as inhibitors; AID 2549; RECQ1 DNA unwinding, red fluorescence kinetic read; P46063;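 also: plate controls were vehicle for no effect and no enzyme for full effect; nearly all actives have a fitted effect of over 30% in size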
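50 nM RECQ1T1 preincubated 15 min with compound in Tris pH 8.0 buffer with MgCl2, DTT, Tween-20 and 2.5 ug/ml poly(dI-dC); started with 200 nM TAMRA/BHQ-2 forked duplex and 2 mM ATP. Unwinding read as fluorescence (525/598 nm), two reads 2 h apart.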
Tau fibril ThT = tau fibrillization inhibition (ThT binding) | Potency, µM (top dose mostly 57.4 µM), for the others: top-dose activity, negative = inhibition, most hits filed as inhibitors | P10636 | AID 1460 | hit rate 2.1% among 270,000 | recombinant tau K18 P301L, heparin-induced fibrillization, ThT fluorescence; also: nearly all actives have a fitted effect of over 55% in size
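Fibril formation assay: tau K18 P301L at 15 uM with trace Alexa 594 label, heparin inducer 20 uM, pH 7 sodium acetate buffer, 37 C for 6 hr; endpoint ThT signal.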
TRb-SRC2 inh = disrupts binding of human TR beta to SRC2. P10828. TRbeta-SRC2 peptide binding, fluorescence polarization; receptor liganded with 1 µM T3. Potency, µM (series often up to 106 µM), for inactives: at the top dose activity change, negative = inhibition, most hits filed as inhibitors. hit rate 0.065% among 280,000. AID 1469;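 also: plate controls were bound peptide for no effect and peptide without receptor for full effect; nearly all actives have a fitted effect of over 50% in size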
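Read-out is fluorescence polarization (555 nm excitation, 632 nm emission) of a Texas Red SRC2 coactivator peptide; loss of signal reflects blocked binding to human TRb ligand-binding domain in the presence of 1 uM T3.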
L3MBTL1 inh = L3MBTL1 (human) inhibition | Potency, µM (titrated, usually from 57.1 µM), without a hit: top-dose activity, negative = inhibition, actives largely listed as inhibitors | Q9Y468 | AlphaScreen L3MBTL1–H3K9me1 peptide binding | hit rate 0.66% among 230,000; also: nearly all actives have a fitted effect of over 60% in size
Target sequence (Q9Y468 whole entry, looked up): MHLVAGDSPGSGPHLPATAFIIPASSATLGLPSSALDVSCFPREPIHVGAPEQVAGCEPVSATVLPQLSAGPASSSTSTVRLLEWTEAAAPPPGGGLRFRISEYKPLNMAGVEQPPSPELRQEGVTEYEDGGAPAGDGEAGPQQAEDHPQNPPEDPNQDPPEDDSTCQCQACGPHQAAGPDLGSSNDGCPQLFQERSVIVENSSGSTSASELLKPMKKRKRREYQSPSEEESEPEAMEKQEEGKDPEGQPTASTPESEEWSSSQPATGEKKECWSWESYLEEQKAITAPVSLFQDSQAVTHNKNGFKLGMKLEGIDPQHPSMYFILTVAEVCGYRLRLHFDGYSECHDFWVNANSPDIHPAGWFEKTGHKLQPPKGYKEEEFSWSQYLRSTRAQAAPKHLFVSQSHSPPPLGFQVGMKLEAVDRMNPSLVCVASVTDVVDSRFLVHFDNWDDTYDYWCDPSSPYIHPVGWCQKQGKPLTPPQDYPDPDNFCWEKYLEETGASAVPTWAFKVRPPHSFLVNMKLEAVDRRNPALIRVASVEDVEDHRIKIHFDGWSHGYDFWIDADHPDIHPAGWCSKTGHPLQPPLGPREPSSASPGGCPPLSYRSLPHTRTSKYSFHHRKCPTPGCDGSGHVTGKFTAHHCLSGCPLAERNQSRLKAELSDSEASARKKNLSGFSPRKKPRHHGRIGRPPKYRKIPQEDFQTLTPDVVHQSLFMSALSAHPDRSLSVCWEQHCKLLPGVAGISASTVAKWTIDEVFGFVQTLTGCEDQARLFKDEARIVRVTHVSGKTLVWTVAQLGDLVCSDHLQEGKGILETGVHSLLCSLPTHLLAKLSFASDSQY
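Displacement of a biotinylated histone H3(1-15) peptide monomethylated at Lys9 (75 nM) from L3MBTL1 (50 nM) was measured by AlphaScreen after a 30 min room-temperature compound incubation; cefsulodin titration served as intraplate control.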
GoLoco inh red = blocks human Gai1 binding to RGS12 GoLoco peptide, red readout | Gai1:RGS12 GoLoco peptide FP, rhodamine, 10 min | AID 880 | hit rate 0.44% among 230,000 | Potency, µM (top dose mostly 61.6 µM), without a hit: at the top dose activity, negative = inhibition, most hits filed as inhibitors; active = well fitted inhibition curve with a large enough effect, not every such curve was filed as active; inactive = no such curve, though single readings can be large or run the other way; also: nearly all actives have a fitted effect of over 30% in size; many of its hits are not listed in these tables
* marks the source's active call; other numbers are inactive results; i = inactive; ? = inconclusive; nt = not tested or not shown; [ ] = another dose, or the depositor's remark. Unless noted, calls follow the shape of the dose curve; as a rule, active = well fitted curve in the direction sought with a large enough effect; inconclusive = small, poorly fitted or top-dose-only effect, or another doubt; inactive = no such curve, though single readings can be large; an effect the other way counts as inactive or inconclusive. Unless noted, % is scaled to controls: 0 for no effect and ±100 for the full control effect; potency is read from the fitted curve at half-maximal effect.

smiles	TexasRed fluor	Tau fibril ThT	KDM4E inh	RECQ1 inh	GoLoco inh red	TRb-SRC2 inh	L3MBTL1 inh	Tau FP inhib
CC(=O)C1=C(C)NC(=O)NC1c1cc(Br)ccc1OCC(N)=O (stereo unspecified)	1%	-13%	-5%	-13%	38%[activator]	-8%	-4%[11.4 µM]	-3%
COc1ccc2nc(N3CCCC(O)C3)c(C#N)cc2c1 (stereo unspecified)	-2%	10%	?	i	0%	-4%	11%	4%
Cc1cccc(NC(=S)NC2CCN(Cc3ccccc3)CC2)c1C	-1%	3%	13%	-3%	0%	0%	3%	-3%
CN(C)C(=O)n1nnnc1Cc1ccc(-c2ccccc2)cc1	-1%	-11%	nt	-1%	-13%	-1%	nt	5%
CCc1nn(CC(=O)Nc2c(C)cc(C)cc2C)c(=O)c2cc3sccc3n12	0.28µM*[quencher]	8%	nt	nt	nt	1%	nt	8%
Cc1cccc(N2CC(O)(c3cccs3)[N+]3=C2CCCCC3)c1 (stereo unspecified)	-1%	-6%	-3%	-7%	5%	-3%	2%	-2%
Cc1cccc(OC(=O)CSc2nnc(-c3cccs3)o2)c1C	2%	8%	nt	nt	nt	1%	nt	0%
CCCCCC(=O)NCc1c(C(F)(F)F)nn(C)c1N1CCOCC1	-6%	-9%	8%	-1%	1%	-9%	-4%	6%
CCc1nnc(NC(=O)C2CCC(CNc3c(N4CCCCC4)c(=O)c3=O)CC2)s1 (stereo unspecified)	-5%	-15%	-3%	14%	-14%	-1%	-15%	-5%
Cc1ccc(SCC(=O)Nc2ccc3oc(-c4ccccc4F)nc3c2)cc1	-3%	-14%	nt	nt	nt	5%	nt	?
CCOc1ccc(NC(=O)CN2C(=O)/C(=C3\SC(=S)N(C4CCS(=O)(=O)C4)C3=O)c3ccccc32)cc1 (stereo unspecified)	0%	?	-15%	i	7%	0%	nt	1%
NC(=O)[C@H]1CC2(CC(c3cccc(NC(=O)[C@H]4CCC(=O)N4)c3)=NO2)CN1C(=O)c1ccccc1C(=O)c1ccccc1 (stereo partly specified)	-4%	-6%	-8%	i	3%	0%	nt	2%
CC(=O)NCCC(=O)Nc1cc(S(=O)(=O)N2CCOCC2)ccc1N1CCOCC1	2%	1%	-5%	-3%	-9%	3%	5%	-6%
O=C(COc1ccc(F)cc1)Nc1nnc(-c2ccncc2)s1	-2%	-8%	?	-4%	18%	-20%	-2%	-5%
CCn1ncc(Br)c1C(=O)Nc1ccc(C(=O)OC(C)C)cc1	0%	-22%	-9%	-12%	-6%	9%	nt	-4%

Entries of single compounds from above.
O=C(COc1ccc(F)cc1)Nc1nnc(-c2ccncc2)s1 is listed as TexasRed fluor: -2%; Tau fibril ThT: -8%; KDM4E inh: ?; RECQ1 inh: -4%; GoLoco inh red: 18%; TRb-SRC2 inh: -20%; L3MBTL1 inh: -2%; Tau FP inhib: -5%
COc1ccc2nc(N3CCCC(O)C3)c(C#N)cc2c1 (stereo unspecified) is listed as TexasRed fluor: -2%; Tau fibril ThT: 10%; KDM4E inh: ?; RECQ1 inh: i; GoLoco inh red: 0%; TRb-SRC2 inh: -4%; L3MBTL1 inh: 11%; Tau FP inhib: 4%

Next section
smiles	TexasRed fluor	Tau fibril ThT	KDM4E inh	RECQ1 inh	GoLoco inh red	TRb-SRC2 inh	L3MBTL1 inh	Tau FP inhib
COc1ccc(N2CCN(C3CC(=O)N(C)C3=O)CC2)cc1 (stereo unspecified)	0%	-7%	2%	0%	-7%	-1%	nt	-1%
Cc1cc(C)cc(NC(=O)CCN2CC(C)OC(C)C2)c1 (stereo unspecified)	1%	-1%	5%	i	-7%	0%	5%	0%
CC1=Nc2ccc3ccccc3c2C1(C)C	0%	-9%	0%	-5%	10%	1%	11%	3%
CC(NC(=O)Nc1ccc([N+](=O)[O-])cc1)C(c1ccccc1)N1CCOCC1 (stereo unspecified)	-2%	-13%	?	-10%	-30%	0%	-10%	-4%
CCOC(=O)CN1CC23C=CC(O2)C(C(=O)Nc2ccc(OC)cc2OC)C3C1=O (stereo unspecified)	0%	4%	2%	9%	7%	-1%	-8%	-1%
Cc1ccc(NS(=O)(=O)c2ccc3c(c2)C(C(C)C)C(=O)N3)cc1C (stereo unspecified)	-3%	-8%	nt	nt	nt	3%	nt	-5%
O=C(CN1C(=O)c2cccc3cccc(c23)C1=O)N1CCN(c2ccccn2)CC1	0%[53 µM]	9%	11%	0%	2%	-8%[53 µM]	7%	9%
Cc1cc(=O)[nH]c(SCC(=O)Nc2ccccc2C)n1	-1%	-4%	0%	-3%	6%	-8%	-5%	?
CCOc1cccc(OCCOCCN(C)Cc2ccccc2)c1	-1%	-1%	-4%	i	2%	-15%	nt	5%
COc1ccc2cc(CCNC(=O)c3c(-c4ccccc4Cl)noc3C)c(=O)[nH]c2c1	-1%	-18%	?	16%	2%	-5%	0%	-3%
CC(NCc1cccn1C)c1ccccc1 (stereo unspecified)	3%[53 µM]	-4%	-3%	i	1%	-16%[53 µM]	-3%	4%
COc1cccc(C2c3c(-c4ccccc4O)n[nH]c3C(=O)N2Cc2cccnc2)c1 (stereo unspecified)	0%	-14%	nt	nt	nt	3%	nt	-1%
O=C(NCCc1ccc2c(c1)OCCO2)c1cc(F)cc(F)c1	0%	-12%	6%	-2%	nt	-2%	13%	-7%
COc1cc(NS(=O)(=O)c2ccc3c(c2)OCC(C(=O)N2CCCC2)O3)cc(OC)c1 (stereo unspecified)	-6%	2%	nt	nt	nt	1%	nt	-2%
O=C(N/N=C/c1ccncc1)c1cc(Br)ccc1OCc1ccccc1	-2%	4%	3%	1%	7%	10%	-8%	12%

smiles	TexasRed fluor	Tau fibril ThT	KDM4E inh	RECQ1 inh	GoLoco inh red	TRb-SRC2 inh	L3MBTL1 inh	Tau FP inhib
Cc1ccc(NC(=O)CNCc2ccccn2)cc1S(=O)(=O)N(C)C	-8%	-7%	?	-1%	8%	-3%	-23%	6%
CN1Cc2c(N3CCOCC3)nc(SCc3ccccc3)c(C#N)c2CC1(C)C	1%	-9%	2%	-1%	nt	2%	-27%	5%
O=C(Cn1c(N2CCN(C/C=C/c3ccccc3)CC2)nc2ccccc21)c1ccccc1	2%	-9%	0%	0%	3%	-3%	9%	-5%
CO/N=C/NC(=O)N1OC[C@@H]2COc3ccc4ccccc4c3[C@@H]21	0%	-5%	4%	-4%	3%	-6%	nt	-12%
CCC(=O)Nc1ccccc1-c1nc2ccccc2n(CC(=O)Nc2ccccc2OC)c1=O	0%	6%	nt	nt	nt	7%	nt	11%
Cc1ccc2c(C(=O)CN3CCCCC3CCO)c(C)[nH]c2c1 (stereo unspecified)	0%	-13%	-22%	-2%	13%	0%	-5%	-4%
COC(=O)c1cccc(NC(=O)c2cccs2)c1C	1%	-5%	1%	i	2%	-17%	nt	-1%
CC(C)(C)[C@H]1C=C(C(=O)Nc2ccccc2)O[C@@H](OCc2ccc(CO)cc2)C1	-2%	-5%	5%	28µM*	2%	-1%	11%	-14%
COc1cc(/C=C2\CCCc3c2nc2ccccc2c3C(=O)O)cc(OC)c1O	-3%	?	?	-10%	-32%	-8%	-3%	-13%
Cc1ccc(-n2nc3c(N4CCC(C(=O)NC5CCCCC5)CC4)nnc(C)c3c2C)cc1	0%	-3%	nt	nt	nt	-11%	nt	-11%
Cc1nc2c(nnn2Cc2ccccc2)c(=O)[nH]1	-2%	-11%	-13%	12%	8%	-1%	nt	0%
CCCNc1ncnc2nc[nH]c12	0%	-7%	-2%	i	6%	-8%	-3%	-1%
O=C(O)/C=C/c1ccc(S(=O)(=O)N2CCCCCC2)cc1	0%	3%	2%	-12%	4%	1%	1%	2%
COc1ccc(-c2cc(N)n(S(=O)(=O)c3ccc(C)cc3)n2)c(OC)c1	0%	-7%	?	-9%	8%	-3%	nt	-12%
COc1ccc2nc(C)cc(SCC(=O)Nc3c(C)cccc3C)c2c1	0%	?	0%	0%	143%[activator]	-2%	8%	-17%

smiles	TexasRed fluor	Tau fibril ThT	KDM4E inh	RECQ1 inh	GoLoco inh red	TRb-SRC2 inh	L3MBTL1 inh	Tau FP inhib
CN(C)CCCNC(=O)CCc1nc2ccccc2c(=O)[nH]1	-2%	-10%	0%	-13%	4%	-5%	6%	-12%
C/C(NC1CCCCC1)=C(/C#N)C(=O)NCCN1CCOCC1	0%	-8%	0%	i	-7%	-3%	8%	-9%
Fc1cccc(F)c1/C=N/NC(=S)Nc1cccnc1	-4%	-17%	-21%	i	10%	-5%	-17%	-2%
COc1ccc(-c2coc3cc(OC(C)=O)cc(OC(C)=O)c3c2=O)cc1	0%	-16%	?	4%	-8%	2%	nt	-14%
COc1cc(C2C3=C(CCCC3=O)Nc3ccc4ncccc4c32)ccc1O (stereo unspecified)	-1%	-7%	?	-6%	-1%	-3%	-2%	9%
CCc1ccc2[nH]c(=O)c(CN(CCCN3CCOCC3)C(=O)Nc3ccc(F)cc3)cc2c1	-1%	-3%	?	-3%	8%	-15%	nt	5%
COc1cc(C(=O)Nc2nnc(SC)s2)c([N+](=O)[O-])cc1OC	-2%	-8%	-16%	-1%	9%	-6%	-8%	0%
O=S(=O)(c1cccs1)N1CCN(CC(O)COc2cccc(Br)c2)CC1 (stereo unspecified)	-6%	-12%	?	-16%	3%	5%	nt	4%
Cc1ccc2nc(CN3CCN(S(=O)(=O)c4ccc(C(C)C)cc4)CC3)oc2c1	-2%	-5%	nt	nt	nt	-5%	nt	10%
O=C1CC(Sc2cccs2)C(=O)N1c1ccccc1 (stereo unspecified)	-4%	?	?	i	5%	3%	6%	-11%
Cc1ccc(N(CC(=O)NC2CCCCCC2)S(=O)(=O)c2c(C)nn(C)c2C)cc1	0%	-10%	0%	-7%	6%	2%	3%	7%
COc1ccccc1NC(=S)N(Cc1ccco1)Cc1cc2cc(C)ccc2[nH]c1=O	-1%	6%	?	-3%	-5%	8%	-1%	-6%
CC(C)=CCC[C@](C)(O[C@@H]1O[C@H](CO)[C@@H](O)[C@H](O)[C@H]1O)[C@H]1CC[C@]2(C)[C@@H]1[C@H](O)C[C@@H]1[C@@]3(C)CC[C@H](O[C@@H]4O[C@H](CO)[C@@H](O)[C@H](O)[C@H]4O[C@@H]4O[C@H](CO)[C@@H](O)[C@H](O)[C@H]4O)C(C)(C)[C@@H]3[C@@H](O)C[C@]12C	-1%	-3%	nt	-9%	14%	4%	nt	-5%

These rows are one share of the data; the hit share may differ from the screen's.
